# Compound activity: PubChem, several laboratories
# PTEN del growth: growth suppression of PTEN-null HCT116, primary screen, cell-based, CellTiter-Glo; HCT116 PTEN-null viability, 60 h; hits give low values; viability, % at 10 µM; hit rate 1.2% among 140,000;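 active means viability at or below a set limit, 4 SD under the median of all tested compounds, cut at about 3.7% in these data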;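 further: PTEN knockout HCT116 line with beta catenin targeted HCT116 as companion control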
# Phagocytosis inh: inhibitors of macrophage phagocytosis, primary screen, imaging, J774A.1 cells, IgG beads | J774A.1 macrophage IgG-bead phagocytosis | inhibition, % at 5 µM | hit rate 0.07% among 110,000 | AID 1029, 2008;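 active means inhibition above the mean of the plate negative controls plus 5 SD, cut at about 13% in these data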;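 further: phagocytic index as fraction of beads internalized from green versus red external bead signal; plate controls were DMSO negative control for no effect and cytochalasin-D positive control for full effect; some results beyond the cut were filed as inactive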
# GALR2 antag: GALR2 antagonists in receptor-expressing cells, primary screen. hit rate 0.39% among 140,000. antagonist mode. Galanin receptor type 2 (Homo sapiens), O43603. inhibition, % at 4 µM; in the data active means inhibition above about 27%;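 further: cells stimulated with galanin 1-16 at roughly its EC80; 0% = agonist challenge control and 100% = basal control without agonist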
# Target sequence (O43603 whole entry, looked up): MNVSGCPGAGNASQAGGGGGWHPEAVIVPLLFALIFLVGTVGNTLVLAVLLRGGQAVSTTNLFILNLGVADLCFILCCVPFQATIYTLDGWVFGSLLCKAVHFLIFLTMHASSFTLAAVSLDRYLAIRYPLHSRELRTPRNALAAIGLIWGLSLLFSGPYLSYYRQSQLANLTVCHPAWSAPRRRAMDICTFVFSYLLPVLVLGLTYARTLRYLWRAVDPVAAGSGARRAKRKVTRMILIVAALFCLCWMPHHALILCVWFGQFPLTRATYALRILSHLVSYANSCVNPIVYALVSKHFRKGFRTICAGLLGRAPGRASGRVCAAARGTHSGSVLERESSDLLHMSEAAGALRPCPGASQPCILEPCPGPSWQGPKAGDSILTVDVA
# NPY-Y2 antag: NPY-Y2 receptor antagonists, primary screen, cell-based; Neuropeptide Y receptor type 2 (Homo sapiens), P49146; inhibition, % at 2.7 µM; NPY-Y2 expressing cells, antagonist mode; hit rate 0.99% among 140,000; in the data active means inhibition above about 17%;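 further: 0% = vehicle with agonist challenge and 100% = reference antagonist with challenge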
# Target sequence (P49146 whole entry, looked up): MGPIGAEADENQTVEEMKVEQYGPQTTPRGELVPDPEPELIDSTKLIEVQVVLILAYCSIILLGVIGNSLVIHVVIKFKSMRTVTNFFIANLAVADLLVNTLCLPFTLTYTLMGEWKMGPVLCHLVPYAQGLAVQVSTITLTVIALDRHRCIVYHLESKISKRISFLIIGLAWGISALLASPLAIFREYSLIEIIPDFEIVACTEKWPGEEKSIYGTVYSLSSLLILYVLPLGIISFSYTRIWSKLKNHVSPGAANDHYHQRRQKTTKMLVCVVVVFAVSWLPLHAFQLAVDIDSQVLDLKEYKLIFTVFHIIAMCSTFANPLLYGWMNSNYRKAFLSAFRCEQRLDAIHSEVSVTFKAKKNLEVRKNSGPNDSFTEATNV
# BB579 growth dn: growth inhibitors of yeast BB579 in restrictive medium, primary screen, yeast lifespan-shortening project, S. cerevisiae. OD615, 48 h. inhibition, % at 10 µM. hit rate 0.51% among 140,000. AID 804, 2007;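 active means inhibition above a set limit, 3 SD over the mean compound inhibition, cut at about 44% in these data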; further: inactives centre near -24
#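 System: Saccharomyces cerevisiae DeaD strain BB579, replicative lifespan model yeast | Buffer or medium: Restrictive glucose-based CSMM-D medium | Times: 4 h preincubation and 48 h exposure at 30 °C | Detection: OD615 turbidity measurement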
# E-sel TNF inh: E-selectin induction blockers in HUVEC – imaging, immunofluorescence, high content, primary screen. AID 1246, 2008. hit rate 0.71% among 120,000. inhibition, % at 2 µM. HUVEC TNFa-induced E-selectin immunofluorescence;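 active means inhibition above the batch mean plus 3 SD, and confirmed as a hit on visual image review, cut at about 43% in these data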;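 further: 0% = TNF-stimulated DMSO wells and 100% = unstimulated control wells; not every result past the cut was called active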
# Measles CPE: compounds protecting cells from measles virus cytopathic effect, primary screen, measles RdRp inhibitor project, single point, MLSMR library, absorbance | hit rate 1.5% among 140,000 | AID 841, 2007 | protection (pct of control), % at 4 µM | Measles virus-infected cells, CPE protection; in the data active means protection mostly above about 24%, no sharp cut-off; inactive means mostly below about 26%; further: some compounds called inactive have numbers as strong as hits
# Yeast lifespan up: compounds extending yeast replicative lifespan, primary screen, S. cerevisiae, OD615 | hit rate 0.68% among 130,000 | inhibition of the nicotinamide effect, % at 10 µM | S. cerevisiae growth with nicotinamide; deaD strain in restrictive glucose medium;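 active means inhibition above a set limit, placed 3 SD over the median of all compounds, cut at about 26% in these data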;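 further: 0% = nicotinamide-treated wells and 100% = cells grown without nicotinamide; some compounds called inactive have numbers as strong as hits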
#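 Material: Modified budding yeast, DeaD strain | Medium: Restrictive glucose medium | Probe or stimulus: 1.5 mM nicotinamide | Dosing: Single dose 10 µM compound, 0.25% DMSO | Times: 48 h at 30 °C | Technique: OD615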
# MRP-1 activ: H69AR viability gain despite doxorubicin, primary screen, MRP-1 activator project, H69AR cells, CellTiter-Glo. hit rate 0.61% among 140,000. AID 799, 2007. viability increase, % at 10 µM. viability rescue;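 active means viability gain under doxorubicin at or above a set limit, the compound median plus 3 SD, cut at about 4.7% in these data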;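 further: MRP-1 overexpressing cells given doxorubicin 25 µM after compound pretreatment; 18-22 h compound pretreatment then 72 h with doxorubicin before readout; 0% = doxorubicin-only wells and 100% = vehicle-treated cells without doxorubicin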
# HCT116 bCat-KO: primary screen for growth suppressors in beta-catenin knockout HCT116 cells (colon tumor, human); HCT116 beta-catenin knockout viability, CellTiter-Glo, 60 h; hits give low values; viability, % at 10 µM; hit rate 1.5% among 140,000; AID 818, 2007;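 active means viability at or under a set limit, the compound median less 4 SD, cut at about 6% in these data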;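 further: 0% = Hyamine 1622 control at 20 µM and 100% = untreated cell control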
# Starred values were filed as active, the others as inactive; · = no result given. These rows are one share of the data (hit frequency here may not be typical).
Compound	PTEN del growth	Phagocytosis inh	GALR2 antag	NPY-Y2 antag	BB579 growth dn	E-sel TNF inh	Measles CPE	Yeast lifespan up	MRP-1 activ	HCT116 bCat-KO
COC(=O)C1C2c3ccccc3OC1(C)N=c1s/c(=C/c3cn(C)nc3C)c(=O)n12 (stereo unspecified)	99	-3	3	1	-20	·	6	-2	-2.2	96
COC(=O)CC1NC2CCCCC2NC1=O (stereo unspecified)	89	-3	-13	5	-34	·	5	-4	-0.2	92
Cc1ccc(-n2nc(C)c(C3C(C#N)=C(N)Oc4c3c(=O)oc3ccccc43)c2Cl)cc1 (stereo unspecified)	86	0	-4	-2	-63	-9	5	-7	-4.6	82
O=C(Cc1ccccc1)N1CCN(Cc2cccnc2)CC1	86	1	-12	-3	-13	34	12	12	-0.2	91
c1ccc2c3c([nH]c2c1)CNCC3	49	·	10	0	-19	·	12	7	-2.5	51
O=C(Cn1cc(C(=O)c2ccccc2)c2ccccc21)NCc1ccco1	42	3	2	2	-39	-1	6	9	-4.9	47
CCC(C)NS(=O)(=O)c1ccc(OCC(=O)N2CCN(CC)CC2)cc1 (stereo unspecified)	96	·	6	-1	-12	-7	17	·	-3.4	94
CCCC1COC(Cn2cncn2)(c2ccc(Cl)cc2Cl)O1 (stereo unspecified)	67	·	-7	1	94*	5	16	-23	-2.1	70
CC(=C1C(=O)c2ccccc2C1=O)N1CCN(CCN=Cc2c(O)n(C)c(=O)n(C)c2=O)CC1	100	4	-2	1	2	10	4	27*	-2.5	96
Cc1nc2cc(-c3cccc(F)c3)nn2c(C)c1CCC(=O)N1CCC2(CC1)OCCO2	67	-4	25	5	-30	47	25*	-6	-3.2	70
Cc1c(C(c2ccc(F)cc2)c2c(O)c3ccccc3oc2=O)c(=O)n(-c2ccccc2)n1C (stereo unspecified)	89	-2	7	4	-63	-3	6	13	-1.4	88
Cc1ccc(N2C(=O)NC(=O)/C(=C\C=C\c3ccco3)C2=O)cc1C	8	-4	18	1	-28	25	6	29*	-5.0	16
CN(C)CCCN=Cc1c(O)n(CCc2ccc(F)cc2)c(=O)[nH]c1=O	93	-1	7	2	-20	-5	3	-2	-0.7	96
CN1C(=O)N(C)C(=O)C2(Cc3cc([N+](=O)[O-])ccc3N(C)C2c2ccccc2)C1=O (stereo unspecified)	84	-4	-4	0	-1	·	5	-3	-2.8	83
CCOC(=O)CC1=C(C(=O)OCC)C2(C(=O)N1)C(C(=O)OC)=C(N)Oc1ccccc12 (stereo unspecified)	103	0	-15	1	-22	-5	10	0	-2.3	93
CN1CCN(c2ccccc2N)CC1	104	1	-8	0	-22	4	7	-15	-2.0	106
CCCN1CCC2(CC1)NC(CO)(CO)CO2	97	·	3	1	-20	8	2	1	-1.0	92
CCN1CCN(Cc2cc(Br)cc(OC)c2O)CC1	79	·	-3	9	-10	2	18	-23	-3.3	76
O[C@H]1C2CCC1C(N1CCCCC1)CC2 (stereo partly specified)	91	-3	-11	-1	-31	·	5	-8	-1.1	94
CNC(=O)Oc1cccc(-c2cn3cc(OC(=O)NC)ccc3n2)c1	92	0	-6	3	51*	·	8	-3	-2.3	91
CCCCCCOc1ccc(CN2CCN(C)CC2)cc1	76	-1	0	11	-32	-7	12	-18	-1.4	70
CC1CN=C(Nc2cccc3ccccc23)S1 (stereo unspecified)	103	·	5	13	-33	·	7	-7	-1.2	95
O=C(Nc1ccc(Cl)cc1C(=O)c1ccccc1Cl)c1ccco1	96	·	9	2	-47	-21	4	-6	-2.0	82
COc1cccc(-n2c(-c3ccoc3)nc3ccccc3c2=O)c1	81	-1	-7	2	-35	31	17	-3	-2.5	87
CC(=O)Nc1ccc(OC(=O)N(C)C)cc1	86	0	-9	-1	-3	·	3	-18	-1.4	88
CCOc1ccc(NC(=O)c2c(C)nn(Cc3ccccc3)c2Cl)cc1	92	0	-5	3	-16	·	12	-3	1.9	98
C=CCC1(CN2CCCC2=O)C(=O)NC(=O)NC1=O	101	5	-12	0	-13	12	8	-15	-1.3	97
NC(=O)CN1C2CCC1CC(NC(=O)C1CC1)C2 (stereo unspecified)	109	1	0	0	-13	·	1	-7	0.9	90
CCCCn1c(O)c(C(C)=NC(C)c2ccccc2)c(=O)[nH]c1=O (stereo unspecified)	97	4	-10	5	-16	·	25	-14	-0.2	98
COC(=O)C(O)(c1ccc(NC(=S)NC(=O)c2ccc(Cl)cc2Cl)cc1)C(F)(F)F (stereo unspecified)	85	-3	-16	1	11	·	5	2	-2.6	88
Cc1cc(C)nc(NC2=NCCS2)n1	99	·	-1	0	-26	-11	34	6	-0.7	98
COc1ccccc1N1C(=O)NC(=O)/C(=C/c2ccc3c(c2)Cc2ccccc2-3)C1=O	100	-7	-5	6	-4	13	6	-4	4.1	103
COCCNC(=O)c1c(N)n(Cc2ccco2)c2nc3ccccc3nc12	84	-1	0	7	-41	5	12	1	-3.9	80
CN1CCN(Cc2ccccc2C(F)(F)F)CC1	90	0	-3	2	-5	-22	2	-13	-0.6	99
COc1ccc(C2SCC(=O)Nc3c2c(C)nn3C2CCOC(C)(C)C2)cc1OC (stereo unspecified)	·	0	-6	1	-31	-6	13	-1	-0.7	96
Cn1c(O)c(/C=N/c2ncccn2)c(=O)n(C)c1=O	98	-1	-1	2	-50	19	17	-2	-0.1	97
CCCCn1c(O)c(C=NC2CC3CCC2(C)C3(C)C)c(=O)[nH]c1=O (stereo unspecified)	36	0	-3	5	-21	·	7	7	-0.8	56
CCCC(=O)OCC[N+](C)(C)C	102	·	1	0	2	·	18	3	-1.0	89
CC(C)CCCn1c(O)c(/C=C2/C=CC=N2)c(=O)[nH]c1=O	30	-2	13	1	-9	·	3	2	-1.7	25
COc1ccc(CC(=O)N2CCN(C)CC2)cc1OC	116	-1	-18	3	-46	7	12	-12	-0.2	95
CCC(NC(=O)OC(C)(C)C)C(=O)Oc1cc(C)cc2oc(=O)c3c(c12)CCC3 (stereo unspecified)	77	4	-9	2	-32	4	8	-14	-2.2	84
CC(=O)NC(Cc1ccc(N(CCCl)CCCl)cc1)C(=O)O (stereo unspecified)	84	·	6	-1	2	-14	13	·	-2.4	87
COc1ccc(NP(=O)(Oc2ccccc2OC)Oc2ccccc2OC)cc1	90	1	11	2	-33	-7	14	5	-2.4	96
CN1CCN(c2c[nH]c(=O)[nH]c2=O)CC1	95	·	7	1	-45	-1	5	-5	-1.4	86
CN1CCN(c2nc([N+](=O)[O-])nn2C)CC1	100	-1	6	0	-15	1	4	2	-0.5	105
CCOC(=O)C(O)(c1ccc(N(C)C(=O)c2ccc(Cl)c(Cl)c2)cc1)C(F)(F)F (stereo unspecified)	68	1	-2	6	-41	·	14	5	0.0	82
COc1ccc(NP(=O)(Oc2ccc(Cl)cc2)Oc2ccc(Cl)cc2)cc1OC	53	-2	11	5	-27	·	18	3	-1.3	56
CCCCn1c(O)c(C(CC)=NC(C)c2ccccc2)c(=O)[nH]c1=O (stereo unspecified)	45	0	-2	6	-27	-11	15	4	-3.8	46
NC(=O)c1c(NC(=O)c2ccc(S(=O)(=O)N(CCCl)CCCl)cc2)sc2c1CCCCC2	10	-4	7	3	-26	-7	10	-1	-5.1	38
OC(c1ccccc1)(c1ccccc1)c1ccncc1	92	-10	5	1	-12	·	13	3	-1.3	89
NC(=O)c1ccc(N=Nc2c(O)[nH]c(=O)[nH]c2=O)cc1	103	-3	4	-1	-21	·	25	1	3.4	94
CC(C)c1ccc(N2C(=O)NC(=O)/C(=C\c3cnc(-c4ccccc4)nc3)C2=O)cc1	108	-2	-10	1	-9	-42	10	-3	-0.6	94
Cc1cc(C)cc(-n2c(C)cc(/C=C3\C(=O)NC(=O)N(C)C3=O)c2C)c1	102	-4	-2	1	-26	4	5	2	1.0	103
O=C1NC(=O)C2(Cc3ccccc3N3CCCC32)C(=O)N1Cc1ccccc1 (stereo unspecified)	91	-1	1	2	-49	-22	11	-4	-2.2	98
c1ccc(CNCCc2ccc3c(c2)OCO3)nc1	100	·	-8	1	-16	8	7	·	-4.1	95
NCCCP(=O)(O)CCc1ccccc1	93	-1	8	0	-3	30	28	1	-0.8	92
COc1ccc(-n2c(C)nc3cc(C(=O)N4CCC5(CC4)OCCO5)ccc32)cc1	45	2	2	1	-62	-36	16	-3	-1.7	48
COc1ccc(OC)c(-n2c(O)c(C=NCc3ccc4c(c3)OCO4)c(=O)[nH]c2=O)c1	102	·	-2	0	-24	6	12	-1	-0.5	92
C=CCn1c(O)c(C(CC)=NCc2cc(OC)cc(OC)c2)c(=O)[nH]c1=O	58	-1	-4	7	-30	-8	15	-6	-1.7	40
Cc1ccc(CN2CCN(C)CC2)c(C)c1	92	-1	-6	10	-42	-21	1	-5	-0.2	108

# The results go on.
Compound	PTEN del growth	Phagocytosis inh	GALR2 antag	NPY-Y2 antag	BB579 growth dn	E-sel TNF inh	Measles CPE	Yeast lifespan up	MRP-1 activ	HCT116 bCat-KO
CCCCN1C(=O)/C(=C/c2ccc(N(C)C)cc2)C(=O)N(Cc2ccco2)C1=O	93	·	-12	2	-44	0	4	3	1.1	96
Cc1cc(C)nc(/N=C(\N)c2c(O)[nH]c(=O)[nH]c2=O)n1	95	-1	4	0	-21	-35	3	-13	-3.2	92
CN1CCN(Cc2ccc(Br)s2)CC1	107	0	-4	4	-24	19	3	-1	-0.4	94
COP(=O)(OC)C1(O)C(=O)Nc2ccc(Br)cc21 (stereo unspecified)	96	-6	17	-3	-45	13	13	2	-3.7	86
Cc1nc2cc(F)ccc2n1C1CCN(Cc2nnnn2CCc2ccccc2)CC1	67	2	-3	1	13	-10	14	-6	-2.2	77
O=c1[nH]c(=O)n(-c2ccccc2)c(O)c1/C=C1/C(c2ccccc2)=Nc2ccccc21	10	·	16	4	-50	·	6	-7	-4.0	12
CCOC(=O)c1cc2c(cn1)[nH]c1ccccc12	92	·	16	0	-25	·	35	-3	-2.5	88
CCN1CCN(Cc2cc(OC)c(OC)cc2[N+](=O)[O-])CC1	100	1	1	1	-29	100*	3	-5	-1.1	96
CN(C)C(=O)Oc1cccc(NC(=O)N2CCOCC2)c1	96	·	8	1	-2	-14	8	·	-1.2	93
